High-throughput results (PubChem)
All columns: NCI-60 one-dose screen, growth in % after 48 h at 10 µM unless noted; 100 = growth as untreated, 0 = no growth, -100 = all killed.
NCI-H460: NCI-H460 lung cancer; 82,000 tested, 6.8% active; AID 1794736
NCI-H322M: NCI-H322M lung cancer | 80,000 tested, 2.7% active
KM12: KM12 colon cancer cells; 82,000 tested, 5% active
COLO 205: COLO 205 colon cancer | 79,000 tested, 7.3% active | AID 1794742
HCT-15: HCT-15 colon cancer; 82,000 tested, 5.2% active; AID 1794746
HT29: HT29 colon cancer; 81,000 tested, 7.4% active
SW-620: SW-620 colon cancer | 82,000 tested, 5.2% active | AID 1794795
HCT-116: HCT-116 colon cancer | 82,000 tested, 7.3% active | AID 1794798
NCI-H226: NCI-H226 lung cancer; 79,000 tested, 3.5% active
* hit, by the source's call; . = not tested or not shown; & = joins results of further samples. Rule for the calls: active = growth percent below 10; inactive = the rest. Some of the compounds tested (hit frequency here may not be typical).

Below each SMILES: NCI-H460, NCI-H322M, KM12, COLO 205, HCT-15, HT29, SW-620, HCT-116, NCI-H226
> CC(C)(C)NCC(O)c1ccccc1Cl (stereo not drawn)
  6.8*, 28, 3.5*, 5.3*, 59, 2.9*, 22, 7.5*, 45
> Cc1ccc(N2COOC3(OOC2)C2CC4CC(C2)CC3C4)cc1
  103, 99, 91, 110, 97, 98, 108, 89, 108
> CC1=C(C)CC2(C(=O)NC(=O)NC2=O)C(C)C1 (stereo not drawn)
  101, 114, 101, 109, 94, 100, 95, 102, 93
> COc1ccc(NC([Se])=NC23CC4CC(CC(C4)C2)C3)cc1
  -8.6*, 3.7*, 5.4*, -32*, 9.7*, 5.6*, 2.2*, 1.7*, -33*
> CN1CCN(C(=O)OC2c3nccnc3C(=O)N2c2ccc(Cl)cn2)CC1 (stereo not drawn)
  112, 98, 103, 97, 105, 107, 107, 103, 99
> Cn1c(=O)c2c(nc(N3CCN(CCCl)CC3)n2C)n(C)c1=O
  111, 111, 105, 109, 101, 96, 108, 109, 104
> CC(=O)ONc1ccc([N+](=O)[O-])c(C(F)(F)F)c1
  109, 108, 101, 106, 108, 108, 102, 100, 98
> CC(Cl)CN(CC(C)Cl)c1ccc2c(c1)Cc1cc(F)ccc1-2 (stereo not drawn)
  76, 83, 101, 102, 91, 81, 84, 87, 91
> Cc1c2cc(Cl)c3ccccc3c2c[n+]2ccccc12
  56, 31, 40, 56, 103, 89, 51, 49, 43
> Cc1ccc(SC(=O)CCl)cc1
  102, 86, 101, 100, 108, 99, 103, 108, 102
> CN1CCN(c2ccccc2)CC1
  101, 102, 98, 104, 96, 100, 94, 97, 92
> c1ccc(CCNC2CC3CCC2C3)cc1 (stereo not drawn)
  114, 97, 101, 109, 103, 95, 105, 96, 94
> O=S(=O)(c1ccc(Cl)cc1)C(Cl)(Cl)Cl
  80, 75, 23, 48, 39, 12, 24, 42, 61
> CCN1CC2(CN(CC)C1=S)C(=O)NC(=O)NC2=O
  100, 107, 94, 115, 100, 90, 97, 97, .
> COc1cc2cc(C(=O)N3C[C@@H](CCl)c4c3cc(OC(=O)N3CCN(C(=O)CCC(=O)N5CCN(C)CC5)[C@@H]5CSSC[C@@H]53)c3ccccc43)[nH]c2c(OC)c1OC
  -68*, -7.1*, -75*, -66*, -87*, -84*, -23*, -78*, -12*
> COc1cc(OC)c(/C=C/C(=O)c2nc3ccccc3n2Cc2ccc(F)cc2)c(OC)c1
  59, 104, 91, 108, 79, 90, ., 75, 73
> C[N+](C)(C)CC1(O)CCCCC1
  108, 113, 104, 123, 95, 114, 104, 113, 103
> CCC(/C=C(C)/C=C/C(=O)c1c(O)c(-c2ccc(O)cc2)c[nH]c1=O)CO (stereo not drawn)
  93, 96, 47, 124, 92, 107, 100, 80, 106
> S=P(NC1CCCCC1)(N1CC1)N1CC1
  83, 113, 110, 179, 108, 101, 96, 93, 113
> CC1(C)CC[C@]23CC[C@]4(C)[C@H](CC[C@@H]5[C@@]6(C)C[C@@]7(CC(C)(C)[C@@H]6CC[C@]54C)OO[C@](C)(C(F)(F)F)O7)[C@H]2[C@H]1OC3
  93, 84, 92, 100, 96, 101, 88, 98, 86

In a second layout: entries from further up.
Molecule,NCI-H460,NCI-H322M,KM12,COLO 205,HCT-15,HT29,SW-620,HCT-116,NCI-H226
COc1cc2cc(C(=O)N3C[C@@H](CCl)c4c3cc(OC(=O)N3CCN(C(=O)CCC(=O)N5CCN(C)CC5)[C@@H]5CSSC[C@@H]53)c3ccccc43)[nH]c2c(OC)c1OC,-68*,-7.1*,-75*,-66*,-87*,-84*,-23*,-78*,-12*
Cn1c(=O)c2c(nc(N3CCN(CCCl)CC3)n2C)n(C)c1=O,111,111,105,109,101,96,108,109,104
CN1CCN(c2ccccc2)CC1,101,102,98,104,96,100,94,97,92
COc1cc(OC)c(/C=C/C(=O)c2nc3ccccc3n2Cc2ccc(F)cc2)c(OC)c1,59,104,91,108,79,90,.,75,73
CC(Cl)CN(CC(C)Cl)c1ccc2c(c1)Cc1cc(F)ccc1-2 (stereo not drawn),76,83,101,102,91,81,84,87,91

(further entries)
Below each SMILES: NCI-H460, NCI-H322M, KM12, COLO 205, HCT-15, HT29, SW-620, HCT-116, NCI-H226
> Cc1nnc2n1-c1ccc(Cl)cc1C(c1ccccc1)=NC2
  100, 102, 105, 114, 114, 103, 97, 100, 83
> NC1C(=O)NC(=O)NC1=O
  99, 102, 101, 109, 98, 107, 90, 111, 94
> NC(=O)CCC(NC(=O)CF)C(=O)O (stereo not drawn)
  109, 92, 101, 111, 108, 99, 102, 97, 95
> CC1(C)COP(=O)(c2ccccc2)N1 (stereo not drawn)
  111, 108, 108, 119, 103, 107, 102, 105, 99
> CC[C@H](C)[C@H](NC(=O)C12CC(NC)(C1)C2)C(=O)N(C)[C@H](C[C@@H](OC(C)=O)c1nc(C(=O)N[C@@H](Cc2ccccc2)C[C@H](C)C(=O)OC)cs1)C(C)C
  15, 51, 6.8*, -20*, 18, -4.5*, 40, 1.2*, 25
> CCCCCCCCCCCCCCCC(=O)P(=O)(OCC)OCC
  113, 97, 107, 104, 110, 104, 114, 111, 104
> O=[N+]([O-])c1cc(Cl)cc(Cl)c1
  109, 98, 109, 114, 104, 116, 102, 110, 109
> O=C(NCCN1CC1)C(=O)NCCN1CC1
  58, 102, 98, 89, 95, 69, 85, 88, 87
> CC(C)OC(=S)SSC(Cl)(Cl)Cl
  109, 93, 112, 111, 113, 102, 113, 99, 109
> CCC1(CCO)C(=O)NC(=S)NC1=O
  106, 126, 103, 102, 107, 120, 108, 105, 101
> CC1CN1P(=O)(Oc1ccc(Cl)cc1)N1CC1C (stereo not drawn)
  115, 91, 109, 101, 107, 102, 106, 100, 100
> CC(=O)C1C(=O)N(C)C(=O)N(C)C1=O
  102, 107, 107, 114, 93, 102, 103, 106, 95
> NC1CN2CCC1CC2 (stereo not drawn)
  109, 96, 115, 104, 99, 100, 100, 109, 101
> CC(C)CC1(CCc2ccccc2)C(=O)NC(=O)NC1=O
  109, 104, 102, 105, 125, 104, 98, 105, 91
> CC(C)(NC(=O)c1nn(CCCCCF)c2ccccc12)c1ccccc1
  102, 105, 107, ., 96, 82, 102, 67, 80
> c1ccc(C(c2ccccc2)C2CCNCC2)cc1
  110, 104, 101, 99, 105, 93, 99, 94, 86
> COP(=O)(OC)OC=C(Cl)Cl
  115, 98, 110, 109, 104, 91, 113, 101, 98
> O=C(O)CC(Br)C(=O)CBr (stereo not drawn)
  108, 100, 111, 109, 94, 109, 103, 100, 92
> COc1ccc(C=O)cc1
  112, 101, 100, 105, 109, 111, 108, 94, 97
> CCc1ccccc1[C@@H]1C[C@]2(C)CCO[C@@H]2OO1
  107, 105, 101, 118, 107, 98, 102, 96, 102
> CCCCCCC(C)(C)c1cc(OC)c([C@H]2C=C(CO)[C@H]3CC2C3(C)C)c(OC)c1
  97, ., 101, 104, 102, 78, 83, 79, 94
> COC(=O)[C@H](Cc1ccccc1)NNC(=O)c1csc([C@@H](C[C@H](C(C)C)N(C)C(=O)[C@@H](NC(=O)[C@H]2CCCCN2C)C2CC2)OC(C)=O)n1
  3.0*, 47, 5.1*, -60*, 14, 4.6*, 24, 1.2*, 37
> CC(NCCO)C(O)c1ccccc1 (stereo not drawn)
  111, 148, 113, 119, 102, 96, 99, 95, 108
> CCOc1ccc2nccc([C@@H](O)[C@@H]3C[C@@H]4CCN3C[C@@H]4CC)c2c1
  96, 99, 114, ., 107, 86, 104, 69, 94
> O=NN(CCF)C(=O)NC1CCC(=O)NC1=O (stereo not drawn)
  111, 104, 100, 105, 104, 95, 115, 104, 104
> COc1ccc(/C=C(/C)[N+](=O)[O-])cc1OC
  23&34, 95&48, 37&49, -76*, -17*, -16*, -74*, -100*, 79&89
> Cc1ccc(NC2=NCCS2)cc1Cl
  106, 92, 109, 114, 92, 104, 101, 103, 109
> C=NCC#N
  120&102, 118&107, 109&99, 111&113, 107&94, 103&84, 115&100, 107&98, 99&107
> COc1ccc(C=C2C(=O)NC(=S)NC2=O)cc1
  111, 126, 102, 111, 112, 101, 102, 92, 110
> c1ccc(CN2CCN(Cc3ccccc3)CC2)cc1
  126, 106, 111, ., 109, 104, 105, 94, 101

Brought forward from above: two compounds, followed by the next part.
Below each SMILES: NCI-H460, NCI-H322M, KM12, COLO 205, HCT-15, HT29, SW-620, HCT-116, NCI-H226
> COc1ccc(C=C2C(=O)NC(=S)NC2=O)cc1
  111, 126, 102, 111, 112, 101, 102, 92, 110
> c1ccc(CN2CCN(Cc3ccccc3)CC2)cc1
  126, 106, 111, ., 109, 104, 105, 94, 101
> CCC1CN(c2ccccc2)CCN1 (stereo not drawn)
  108, 131, 102, 100, 106, 104, 103, 99, 107
> COc1ccc(NC(=O)N2CC2)cc1
  95, 119, 110, 106, 103, 103, 92, 104, 101
> O=C(CCN1CC1)OC1CCCCC1
  106, 116, 106, 121, 109, 112, 106, 105, 98
> CC(C)=CCC[C@H](C(=O)O)[C@@H]1CC[C@]2(C)C3=C(CC[C@@]12C)[C@@]1(C)CC[C@H](O)C(C)(C)[C@@H]1CC3
  109, 84, 100, 120, 98, 91, 105, 78, 109
> Cc1c(O)c(CN(CC(C)Cl)CC(C)Cl)cc(CN(CC(C)Cl)CC(C)Cl)c1O (stereo not drawn)
  68, 112, 114, 101, 99, 95, 92, 98, 95
> COC(=O)C1=C(Nc2ccc(F)c(Cl)c2)C(=O)OC12C(=O)Nc1ccccc12 (stereo not drawn)
  108, 94, 106, 122, 104, 105, 94, 106, 96
> COc1cc2nc(Sc3nnc(N)s3)n(-c3ccccc3)c(=O)c2cc1OC
  112, 92, 97, 115, 96, 117, 106, 104, 96
> O=[N+]([O-])c1ccc(/C=C/C=C/c2ccc(S(=O)(=O)F)cc2)c(Cl)c1
  107, 95, 97, ., 98, 96, 104, 106, 100
> O=C([O][Hg][c]1ccccc1)c1ccccc1
  12, 68, 88, -70*, -63*, -15*, -50*, -82*, 96
> CN1C2CCCC1CC(=O)NC2 (stereo not drawn)
  100, 115, 112, 101, 104, 120, 102, 102, 97
> CC(C)(O)/C=C/C(=O)[C@](C)(O)[C@H]1[C@H](O)C[C@@]2(C)[C@@H]3CC=C4[C@@H](C=C(O)C(=O)C4(C)C)[C@]3(C)C(=O)C[C@]12C
  -21*, -20*, -61*, -52*, -52*, -31*, -20*, -53*, -34*
> Cc1ccc2c(C)cccc2c1
  106, 146, 106, 122, 96, 91, 104, 100, 99
> CC1(C)N=C(N)N=C(N)N1c1ccc(OCC(=O)Nc2ccc(S(=O)(=O)F)cc2)cc1
  20, ., 52, 57, 84, 41, 63, 61, 96
> O=C(CCl)Oc1ccccc1Cl
  105, 107, 102, 106, 109, 112, 109, 106, 94
> C=CCC1(CCC)C(=O)NC(=S)NC1=O
  113, 109, 116, ., 101, 103, 110, 102, 94
> CC(C)(c1ccc(O)c(Cl)c1)c1ccc(O)c(Cl)c1
  103, 101, 94, ., 87, 93, 106, 90, 89
> CCN(CCCl)CCOC(c1ccccc1)c1ccccc1
  96, 95, 107, 121, 97, 89, 98, 93, 101
> Cc1cnc[nH]1
  104, 110, 107, 111, 111, 104, 100, 106, 102
> N#CC(C#N)=Cc1ccco1
  98, 106, 101, 115, 112, 102, 104, 100, 94
> CC/C(=C\c1ccc(Cl)cc1)[N+](=O)[O-]
  111, 79, 97, 111, 64, 119, 100, 23, 100
> O=C(CN1CCN(C(=O)c2ccco2)CC1)Nc1ccc(Cl)cc1C(=O)c1ccccc1Cl
  104, 98, 89, 96, 82, 89, 87, 87, 95
> CN1C(=O)[C@@H](NC(=O)[C@H](CCC(F)(F)F)CC(=O)N2CCCCC2)N=C(c2ccccc2)c2ccccc21
  113, 99, 105, 98, 98, 95, 105, 111, 104
> c1ccc(CC(NC2CCCCC2)c2ccccc2)cc1 (stereo not drawn)
  51, 87, ., 80, 91, 31, 75, 52, 90
> COC(=O)C[C@](O)(CCCC(C)C)C(=O)O[C@H]1C(OC)=C[C@@]23CCCN2CCc2cc4c(cc2[C@@H]13)OCO4
  -29*, 25, 0.5*, -2.8*, -21*, -23*, -11*, -7.8*, -12*
> O=C(O)c1ccc(P(=O)(O)O)cc1
  102, 106, 109, 106, 101, 103, 102, 103, 90
> C#CCCCN(CCNc1ccnc2cc(Cl)ccc12)C(=O)CCC(=O)O[C@@H]1O[C@@H]2OC3(C)CC[C@H]4[C@H](C)CC[C@@H]([C@H]1C)[C@@]24OO3
  41, 65, 28, 7.0*, 12, 5.0*, 33, 19, 45
> CC(C)(C)C(=O)OCOP(=O)(NCc1ccccc1)C1CCCN(O)C1=O (stereo not drawn)
  7.1*, 28, -7.5*, 46, 23, 22, 30, 7.0*, 32
